ROMK mod = ROMK potassium channel modulators, primary screen, cell-based, thallium flux, MLSMR library; B-score at 10 µM; actives 2% (n = 130,000); Tet-inducible ROMK, thallium flux fluorescence; actives lie on both sides; AID 1918, 2009;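 active means signal ratio slope over the read window, or its plate-corrected B-score, at least 3 SD from the plate mean, either direction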;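 further: B-score of the F/F0 ratio slope over 7 to 12 s after thallium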
PMI activator = activators of human PMI, primary screen, biochemical, fluorescence intensity, near-Km mannose 6-phosphate | actives 0.005% (n = 190,000) | activation factor at 20 µM | Mannose-6-phosphate isomerase (Homo sapiens), P34949 | purified human PMI, coupled resazurin fluorescence, 20 min; stronger effect = higher value; 1 = vehicle control, 0 substrate-free wells;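 active means activation factor of 2 or more at 20 µM, relative to plate controls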
S1P3 antagonist = S1P3 receptor antagonists, primary screen, cell-based; Sphingosine 1-phosphate receptor 3 (Homo sapiens), Q99500; CHO S1P3 NFAT-BLA reporter, FRET fluorescence, antagonist mode; inhibition, % at 4.98 µM; actives 0.27% (n = 170,000); AID 485, 2006;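 active means inhibition above the plate cutoff, the mean inhibition of test wells on that plate plus 3 SD, cut at about 28% in these data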;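 further: cells challenged with S1P at its EC80 of 0.8 µM; blue over green emission ratio from cleaved BLA substrate after 4 h stimulation; 0% = S1P-stimulated wells and 100% = unstimulated DMSO-only wells; some compounds past the cut are filed as inactive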
Target sequence (Q99500 whole entry, looked up): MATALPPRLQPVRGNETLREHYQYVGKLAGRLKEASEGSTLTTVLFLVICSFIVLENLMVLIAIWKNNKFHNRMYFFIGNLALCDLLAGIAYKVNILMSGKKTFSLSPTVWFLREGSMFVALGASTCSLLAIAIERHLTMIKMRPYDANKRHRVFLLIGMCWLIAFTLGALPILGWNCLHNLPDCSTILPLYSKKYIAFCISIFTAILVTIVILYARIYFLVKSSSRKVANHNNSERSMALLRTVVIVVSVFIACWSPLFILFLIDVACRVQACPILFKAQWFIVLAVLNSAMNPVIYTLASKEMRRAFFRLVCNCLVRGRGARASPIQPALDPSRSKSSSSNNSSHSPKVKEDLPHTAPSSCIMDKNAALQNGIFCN
PPARg SRC-2 ag = agonists of PPARg-SRC-2 recruitment, primary screen, biochemical, HTS; PPARgamma LBD-SRC-2 recruitment; Peroxisome proliferator-activated receptor gamma (Homo sapiens), P37231; AID 1032, 2008; actives 0.34% (n = 200,000); activation, % at 8 µM; in the data active means activation above about 22%;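 further: 0% = vehicle and 100% = reference agonist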
Target sequence (P37231 whole entry, looked up, the tested form may be a part): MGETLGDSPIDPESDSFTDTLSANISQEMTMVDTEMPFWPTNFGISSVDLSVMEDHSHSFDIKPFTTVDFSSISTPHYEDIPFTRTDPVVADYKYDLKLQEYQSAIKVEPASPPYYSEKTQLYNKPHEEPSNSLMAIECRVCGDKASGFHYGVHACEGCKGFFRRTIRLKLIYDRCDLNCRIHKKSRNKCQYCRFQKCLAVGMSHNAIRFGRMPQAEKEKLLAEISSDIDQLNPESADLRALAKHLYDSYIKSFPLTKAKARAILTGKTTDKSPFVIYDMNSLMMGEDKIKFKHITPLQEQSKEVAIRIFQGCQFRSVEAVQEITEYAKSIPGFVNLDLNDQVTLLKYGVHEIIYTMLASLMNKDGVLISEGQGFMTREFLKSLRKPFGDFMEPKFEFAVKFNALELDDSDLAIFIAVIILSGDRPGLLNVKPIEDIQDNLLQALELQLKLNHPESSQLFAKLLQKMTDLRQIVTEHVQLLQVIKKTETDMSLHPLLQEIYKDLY
Diaph act CS = compounds boosting diaphorase resazurin reduction – biochemical, uHTS, resorufin fluorescence, counter-screen for diaphorase-coupled primary assays, primary screen | actives 0.005% (n = 190,000) | Diaphorase/resazurin coupled assay, 16 min; stronger effect = higher value; 1 = vehicle wells, 0 = NADH-free wells | activation factor at 20 µM | AID 1229, 2008;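 active means diaphorase activity raised at least twofold by the compound at 20 µM; inactive means activation factor below 2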
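Test system: Clostridium kluyveri diaphorase, purified enzyme. Buffer or medium: 50 mM HEPES pH 7.4 buffer plus MgCl2 and Tween 20. Also added: 0.114 mM NADH and 0.1 mM resazurin, final amounts. Dosing: compound 20 µM once, DMSO 1%. Schedule: 16 min enzyme reaction, ambient temperature. Detection: fluorescence of resorufin, 544 nm excitation, 590 nm emission.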
G6PDH CS = L. mesenteroides G6PDH inhibitors, counter-screen for G6PDH-coupled screening assays, biochemical, Leuconostoc mesenteroides enzyme. inhibition, % at 5 µM. glucose-6-phosphate dehydrogenase [Leuconostoc mesenteroides]. actives 0.12% (n = 200,000). Purified L. mesenteroides G6PDH, diaphorase/resazurin coupled fluorescence, 45 min; in the data active means inhibition above about 50%
PMI act hi M6P = human PMI activators, high substrate, primary screen, biochemical, fluorescence intensity, near-saturating mannose 6-phosphate. activation factor at 20 µM. AID 1216, 2008. coupled PMI enzyme assay, resazurin fluorescence, 20 min; stronger effect = higher value; 1 = untreated enzyme, 0 = substrate-free blank. actives 0.34% (n = 190,000);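 active means activation factor of 2 or more at 20 µM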
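Test system: human PMI in coupled enzyme assay; Input: PMI at 15 ng/mL final; Medium: HEPES buffer, pH 7.4; Schedule: 20 min incubation at room temperature; Technique: resorufin fluorescence at Ex 544/Em 590 nm; Compound: 20 µM single dose; Probe or stimulus: Near-saturating mannose-6-phosphate, 1.0 mM.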
PPARg SRC3 recr = PPARgamma agonists recruiting SRC-3 coactivator, primary screen, biochemical | biochemical PPARgamma/SRC-3 coactivator recruitment assay | activation, % at 8 µM | actives 0.26% (n = 200,000) | AID 731, 2007; in the data active means activation above about 23%;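 further: 0% = DMSO and 100% = reference agonist; some compounds past the cut are filed as inactive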
Diaphorase inh = diaphorase inhibitors and chemical oxidizers, primary screen, counter-screen for diaphorase-coupled primary assays, biochemical, uHTS, resorufin fluorescence; diaphorase resazurin-to-resorufin fluorescence, NADH, 16 min; bacterial (C. kluyveri) enzyme, not human; inhibition, % at 20 µM; actives 0.69% (n = 190,000);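 active means primary screen inhibition at 20 µM above a set limit, cut at about 50% in these data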;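 further: plate controls were DMSO with full reaction for no effect and wells lacking NADH for full effect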
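Assay system – diaphorase enzyme from Clostridium kluyveri · Amount – diaphorase 0.14 U/mL (working solution) · Times – reaction incubation of 16 min at room temperature · Controls – No-NADH positive control and DMSO neutral control · Signal – resorufin fluorescence 544/590 nm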
TR-FRET SRC-2 ct = TR-FRET signal artefacts, primary screen, artefact control for PPARgamma SRC-2 agonist project, biochemical; TR-FRET artefact counter-screen; stronger effect = higher value; TR-FRET ratio at 8 µM; actives 0.4% (n = 200,000); in the data active means TR-FRET ratio above about 2000; further: inactives centre near 1500
PPARg SRC1 recr = PPARgamma agonists recruiting SRC-1 coactivator, primary screen, biochemical; PPARgamma-SRC-1 coactivator recruitment biochemical assay; activation, % at 8 µM; actives 0.41% (n = 200,000); in the data active means activation above about 19%;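 further: 0% = DMSO and 100% = reference agonist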
The depositor's hits bear a star; x = not tested or not shown.

The first three records as a preview:
Order of results: ROMK mod	PMI activator	S1P3 antagonist	PPARg SRC-2 ag	Diaph act CS	G6PDH CS	PMI act hi M6P	PPARg SRC3 recr	Diaphorase inh	TR-FRET SRC-2 ct	PPARg SRC1 recr
- CC1CCN(c2ccccc2NC(=S)NC(=O)c2cccs2)CC1
 : x	1	x	8	0.8	-3	1	3	22	1474	4
- CCOC(=O)CN1CC23C=CC(O2)C(C(=O)Nc2cc(OC)ccc2OC)C3C1=O (stereo not given)
 : x	0.9	-33	-4	1	28	1	2	-4	1567	5
- CCN1C(=O)C(C(=O)Nc2ccc(OC)cc2)C2CC1(C)Oc1ccccc12 (stereo not given)
 : x	0.9	-18	3	0.9	-16	0.9	12	11	1489	8

All compounds of this part, from the start:
Order of results: ROMK mod	PMI activator	S1P3 antagonist	PPARg SRC-2 ag	Diaph act CS	G6PDH CS	PMI act hi M6P	PPARg SRC3 recr	Diaphorase inh	TR-FRET SRC-2 ct	PPARg SRC1 recr
- CC1CCN(c2ccccc2NC(=S)NC(=O)c2cccs2)CC1
 : x	1	x	8	0.8	-3	1	3	22	1474	4
- CCOC(=O)CN1CC23C=CC(O2)C(C(=O)Nc2cc(OC)ccc2OC)C3C1=O (stereo not given)
 : x	0.9	-33	-4	1	28	1	2	-4	1567	5
- CCN1C(=O)C(C(=O)Nc2ccc(OC)cc2)C2CC1(C)Oc1ccccc12 (stereo not given)
 : x	0.9	-18	3	0.9	-16	0.9	12	11	1489	8
- Cc1ccc(CNC(=O)c2cccc(OCc3c(C)noc3C)c2)cc1
 : x	0.9	-16	-5	0.9	8	1	-6	9	1614	6
- Cc1ccc2occ(C3N[C@H](C(=O)O)CS3)c(=O)c2c1 (stereo not given in full)
 : x	0.9	x	3	0.8	3	0.9	2	25	1526	10
- CCNS(=O)(=O)c1ccc(OC)c(C)c1
 : x	1	-11	6	0.9	-1	1	9	7	1511	4
- CCc1nc(SCC(=O)c2ccc3c(c2)OCCO3)c2ccccc2n1
 : x	0.9	x	6	0.8	-44	0.8	8	20	1657	-5
- O=C(O)C1CCCCN1S(=O)(=O)c1ccc2ccccc2c1 (stereo not given)
 : 0.055	1.1	x	-5	0.8	7	1.1	-12	17	1471	-2
- Cc1ccc(/C=N/NC(=O)CSCc2ccc(Cl)cc2)cc1
 : -0.017	0.8	x	6	0.9	-6	0.8	2	12	1546	3
- CC1CCCN(c2ccc(C(=O)NCc3ccccc3)cn2)C1 (stereo not given)
 : -0.98	1	13	-2	0.8	1	1	3	19	1599	12

(further entries)
Order of results: ROMK mod	PMI activator	S1P3 antagonist	PPARg SRC-2 ag	Diaph act CS	G6PDH CS	PMI act hi M6P	PPARg SRC3 recr	Diaphorase inh	TR-FRET SRC-2 ct	PPARg SRC1 recr
- CC1=Nc2ccccc2/C1=C\c1sc(Nc2ccc(C)cc2)nc1O
 : 2*	0.9	19	-8	0.8	-8	1	-3	23	1404	-5
- COc1cccc(OC)c1OCCCCCc1c(C)n[nH]c1C
 : x	0.9	-13	-4	0.8	4	1	1	20	1441	1
- COC(=O)C1=C(C)NC2=C(C(=O)CCC2)C1c1cn(Cc2ccc(Br)cc2)nc1-c1ccccc1 (stereo not given)
 : x	0.8	x	11	0.7	-3	0.9	3	30	1500	7
- C#CCOC(=O)/C(=C/C=C/c1ccccc1)NC(=O)c1ccccc1
 : x	0.9	11	-1	0.9	13	1	2	9	1405	6
- O=C(Nc1ncc(Cl)cc1Cl)c1c(F)cccc1Cl
 : 0.011	1.2	10	1	0.8	1	1.1	1	16	1683	-5
- Cc1csc(NC(=S)Nc2cccc(Cl)c2)n1
 : x	0.9	7	-14	0.7	11	0.8	-2	30	1293	-3
- Cc1ccc(-c2nc(CS(=O)CC(=O)NC3CCC(C)CC3)c(C)o2)cc1 (stereo not given)
 : x	1	19	-4	0.9	4	1	4	9	1480	1
- Cc1ccc(NC(=O)C(Cc2ccccc2)NC(=O)OCc2ccccc2)cc1C (stereo not given)
 : 0.45	1	-5	3	1	16	1	0	5	1609	-2
- O=C(c1cnccn1)N1CCN(c2ccccc2F)CC1
 : x	0.9	-3	-12	0.9	4	1	4	6	1467	-6
- CCCCOc1ccc(Cl)cc1CSc1nnc(C)n1N
 : -1.5	0.9	22	-3	0.8	-9	0.9	13	19	1524	1

(further entries)
Order of results: ROMK mod	PMI activator	S1P3 antagonist	PPARg SRC-2 ag	Diaph act CS	G6PDH CS	PMI act hi M6P	PPARg SRC3 recr	Diaphorase inh	TR-FRET SRC-2 ct	PPARg SRC1 recr
- COc1ccc(C2NCCc3c2[nH]c2ccccc32)cc1COc1ccc(F)cc1 (stereo not given)
 : -1.6	1.1	7	4	1.3	-2	1.1	3	-33	1557	10
- CSc1nc(C)cc(OCC(=O)n2nc(C)cc2C)n1
 : x	1	-34	9	0.9	5	0.9	4	6	1450	6
- CC1=CC(=O)C=C(C)C1=NOC(=O)/C=C\c1ccccc1
 : 0.16	0.8	-4	5	1	1	0.8	7	0	1536	8
- CCN(CC)S(=O)(=O)c1ccc(/C=C/C(=O)OCC#N)cc1
 : -0.66	1.1	-14	-2	0.9	-2	1	3	8	1326	2
- O=C(N/C(=C/c1cccnc1)C(=O)N1CCOCC1)c1ccccc1
 : 0.39	1	7	1	0.9	-10	1	3	6	1502	1
- Cc1sc2nc(C3CC3)nc(SCC(=O)N3CCCc4ccccc43)c2c1C
 : -0.059	0.9	-12	12	1	-24	0.9	6	0	1939	7
- Oc1c(Cl)cc(Cl)cc1C(C#Cc1ccccc1)N1CCOCC1 (stereo not given)
 : x	0.9	x	0	0.8	-18	0.9	2	20	1491	-3
- COC(CNC(=O)C(C)n1nc(C)c2ccccc21)OC (stereo not given)
 : 0.17	1.1	-2	-1	1	3	1.1	1	0	1487	6
- CCN1CCCC1CN(Cc1cc2ccc(C)cc2[nH]c1=O)C(=S)Nc1cccc(OC)c1 (stereo not given)
 : x	0.9	3	3	0.9	-5	0.9	0	12	1609	1
- CC[N+](CC)(CC)C/C(N)=N/O
 : 0.15	1.1	-17	-4	1	5	1	3	3	1543	6

More entries:
Order of results: ROMK mod	PMI activator	S1P3 antagonist	PPARg SRC-2 ag	Diaph act CS	G6PDH CS	PMI act hi M6P	PPARg SRC3 recr	Diaphorase inh	TR-FRET SRC-2 ct	PPARg SRC1 recr
- COc1ccc(Cc2nc(-c3cccs3)no2)cc1OC
 : x	1.1	16	-1	1	9	1	9	4	1560	3
- O=C(CC1S/C(=N\S(=O)(=O)c2ccc(F)cc2)N(c2ccccc2)C1=O)Nc1ccccc1 (stereo not given)
 : x	1	-6	-10	0.7	4	0.9	7	27	1412	2
- COc1ccc(NC(=O)c2ocnc2C)cc1OC
 : 1.1	0.9	x	7	1	3	0.9	2	0	1569	15
- CC(=O)Nc1ccc(S(=O)(=O)Nc2ccc(Cl)nn2)cc1
 : -0.18	0.9	-25	-1	0.8	6	1	-6	15	1434	-3
- COc1ccc(CCN2C(=O)CCC2(C)C(=O)NC2CCCC2)cc1OC (stereo not given)
 : -0.4	0.9	-9	-11	1	11	1	-7	2	1503	2
- CN(Cc1ccccc1)C(=O)c1cnc2n(c1=O)CCS2
 : 0.87	1	-37	3	1	7	1	8	2	1579	-5
- CC(=O)OCC1OC(n2ccc(=O)[nH]c2=O)C(O)C1O (stereo not given)
 : x	1.1	-16	-3	1	9	1	4	3	1283	-2
- COC(=O)c1sccc1NC(=O)CSc1nnnn1-c1ccccc1F
 : x	0.9	14	4	0.9	-31	0.9	4	9	1706	-1
- O=C(O)c1csc(Cc2ccccc2)n1
 : x	1	-10	-4	0.9	0	1	-1	8	1517	0
- C=C(C)COc1ccc2oc(C)c(C(=O)OCCOC)c2c1
 : x	1	-31	5	0.8	4	0.9	-4	16	1664	8

(further entries)
Order of results: ROMK mod	PMI activator	S1P3 antagonist	PPARg SRC-2 ag	Diaph act CS	G6PDH CS	PMI act hi M6P	PPARg SRC3 recr	Diaphorase inh	TR-FRET SRC-2 ct	PPARg SRC1 recr
- CC12CC3CC(C)(C1)CC(C(=O)Nc1nn[nH]n1)(C3)C2
 : x	1.1	-22	4	0.8	-3	1	1	15	1467	5
- COc1ccc(OC)c(S(=O)(=O)NCCO)c1
 : x	0.9	-12	0	0.8	-6	0.8	6	18	1746	3
- Cc1ccc(N=Nc2c(C)[nH]n(C(N)=S)c2=O)cc1C
 : -0.25	1.1	-10	3	0.9	-5	1.1	3	13	1520	2
- O=S(=O)(Nc1ccc(O)c(Sc2nc3ccccc3s2)c1)c1ccc(Cl)cc1
 : x	0.8	x	-2	0.7	2	0.9	-11	28	1604	-5
- O=C(Nc1cccc2cccnc12)c1cccnc1
 : -0.049	0.9	-44	11	0.9	7	1	-2	9	1646	0
- CC(=O)N1CCCc2cc(S(=O)(=O)NCCC3=CCCCC3)ccc21
 : -1.2	0.8	12	-2	0.9	5	0.9	1	8	1620	8
- O=C1C2C3C=CC(CNS(=O)(=O)c4ccccc4)(O3)C2C(=O)N1c1ccc(Cl)cc1 (stereo not given)
 : -0.39	1.2	11	2	0.9	16	1.5	1	9	1318	-10

Screening data as filed in PubChem.

Hits appear at their usual frequency. Share with any hit: about 3.3%.
